SIAH1 antagonists = blockers of Siah-1 interaction with plectin peptide – biochemical, fluorescence polarization, rhodamine-plectin, uHTS, primary screen (AID 1817); Siah-1 / rhodamine-plectin peptide fluorescence polarization; higher % means a stronger effect; one-dose displacement, % at 20 µM; IC50 in µM for titrated hits; hit rate 0.02% among 290,000;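 active = displacement of at least 50% at 20 µM, with a fluorescence ratio check between 0.3 and a set limit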;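 note: plate controls were Siah plus tracer with DMSO for no effect and tracer alone without Siah for full effect; strong numbers were not always called active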
XIAP displacement = small molecules displacing peptide from XIAP – biochemical, IAP family, fluorescence polarization (AID 1018); hit rate 0.007% among 200,000; XIAP BIR domain, fluorescence polarization peptide displacement; higher % means a stronger effect; displacement, % at 20 µM, or IC50 in µM where a hit was titrated; in the data active = displacement above about 50%; note: a part of the inactive calls stands beside numbers as strong as those of hits
AID2073 = disruptors of CaV2.2 binding to Mint1 – biochemical, HTRF (AID 2073) | HTRF protein-protein interaction, Mint1-CaV2.2; higher % means a stronger effect | one-dose inhibition, % at 20 µM; IC50 in µM for titrated hits | hit rate 0.19% among 290,000; in the data active = inhibition mostly above about 51%, no sharp cut-off; note: some results filed as inactive read as strong as hits
human PMI inhibitors = MPI inhibition at elevated mannose 6-phosphate – biochemical, fluorescence intensity, high mannose 6-phosphate, primary screen (AID 1220) | inhibition, % at 20 µM, or IC50 in µM where a hit was titrated | recombinant PMI enzyme, coupled fluorescence intensity; higher % means a stronger effect | hit rate 0.66% among 190,000
M1AAP inhibition = P. falciparum M1AAP inhibitors, biochemical, fluorogenic H-Leu-NHMec substrate, 1536-well (AID 1445); hit rate 0.42% among 220,000; recombinant M1AAP, H-Leu-NHMec fluorogenic kinetic assay; higher % means a stronger effect; inhibition, % at 30 µM; hits with a dose series show IC50 in µM;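 active = primary inhibition above the hit cutoff, then over 50% inhibition at one or more dose response concentrations, cut at about 23% in these data, passing the limit was not always enough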;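 note: plate controls were DMSO full reaction for no effect and no enzyme background for full effect; strong numbers were not always called active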
M17LAP inhibition = P. falciparum M17LAP inhibitors, primary screen, biochemical, fluorogenic H-Leu-NHMec substrate, 1536-well (AID 1619) | recombinant M17LAP, H-Leu-NHMec fluorogenic kinetic assay; higher % means a stronger effect | one-dose inhibition, % at 30 µM; IC50 in µM for titrated hits | hit rate 0.38% among 220,000;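 active = compound inhibiting the enzyme by more than half at any dose during confirmatory dose-response retesting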;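 note: plate controls were full reaction with DMSO carrier for no effect and no enzyme background for full effect; strong numbers were not always called active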
LYP inhibition = inhibitors of LYP phosphatase, biochemical, fluorescence intensity, uHTS (AID 1779); recombinant LYP phosphatase, fluorescence intensity; higher % means a stronger effect; inhibition, % at 11.5 µM, or IC50 in µM where a hit was titrated; hit rate 0.054% among 290,000;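 note: plate controls were vehicle with enzyme for no effect and no enzyme for full effect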
PMI inhibitors = MPI enzyme activity inhibition – biochemical, fluorescence intensity, coupled assay, primary screen (AID 1209); inhibition, % at 20 µM; hits with a dose series show IC50 in µM; hit rate 0.42% among 190,000; purified PMI enzyme, coupled fluorescence intensity; higher % means a stronger effect;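 note: plate controls were DMSO vehicle for no effect and wells lacking substrate for full effect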
Dynein transport = blocks dynein driven cargo transport along microtubules; z-score, hits read low; 3617.4 mouse cells, GR-EGFP nuclear translocation imaging; test concentration mostly 20 µM; stimulated with dexamethasone, 1 µM; active compounds read low; AID 1381; hit rate 0.47% among 220,000;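 active = plate z-score of nuclear minus cytoplasmic receptor signal below a set negative limit, without overly bright fluorescence or cell loss, cut at about -3.5 in these data, passing the limit was not always enough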;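 note: z-score of nuclear minus cytoplasmic ring GR-EGFP intensity difference per well; some compounds called inactive have numbers as strong as hits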
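medium = tetracycline-free induction medium containing charcoal-stripped FBS | probe or stimulus = dexamethasone, 1.0 µM final | timing = 48 h induction, then 1 h compound, then 30 min agonist, 37 °C | detection = automated 10x imaging of fixed Hoechst-stained cells | read-out basis = nuclear versus cytoplasmic GR-EGFP signal, averaged per well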
Dynein transport cytoplasmic EGFP = recorded beside Dynein transport, whose call it bears; z-score; measured here: cytoplasmic GR-EGFP intensity; active compounds read high
Dynein transport nuclear GR-EGFP = second read-out of Dynein transport, no call of its own (marks repeat the call); z-score; measured here: nuclear GR-EGFP intensity;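 lower value marks the stronger effect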
Dynein transport cell count = further read-out of Dynein transport, marked with its call; z-score; measured here: cell count per field
* marks the source's active call; other numbers are inactive results; . = not tested or not shown. Cut-off read from the data, not from the text of the source, unless noted: active = inhibition above about 50%; inactive = the rest.

No.	molecule	SIAH1 antagonists	XIAP displacement	AID2073	human PMI inhibitors	M1AAP inhibition	M17LAP inhibition
1	C1=CCC(CN2CCN(C3CCCCCC3)CC2)CC1 (stereo unspecified)	5%	-2.9%	18%	-18%	-6%	13%
2	CCOc1ccc(-n2c(C)c(C(=O)OC)c3cc(O)ccc32)cc1	3%	.	46%	.	.	.
3	CCN(c1ccccc1)S(=O)(=O)c1ccc(Cl)c(C(=O)O)c1	4%	-9.5%	0%	-9%	4%	-6%
4	CCc1cc(C(=O)N/N=C/c2c(C)[nH]c3ccccc23)cs1	-5%	-3.7%	3%	-2%	3%	16%
5	CCN(CC)C(=O)C1CCCN(C(=O)Nc2ccc3nsnc3c2)C1 (stereo unspecified)	-3%	-9.2%	23%	.	2%	-29%
6	O=C(CCCn1c(=S)[nH]c2ccccc2c1=O)N1CCOCC1	2%	-0.8%	-42%	-4%	2%	-5%
7	CCOC(=O)c1ccccc1NC(=O)C=C(C)C	-3%	-4.5%	-5%	7%	3%	-2%
8	O=C(Cn1nnc(-c2ccc(Cl)cc2)n1)NCc1ccco1	17%	-6.1%	9%	-3%	4%	2%
9	COc1ccc(NC(=O)CSc2c3c(nc4ccccc24)CCC3)c(OC)c1	11%	2.3%	4%	23%	5%	11%
10	CCc1nnc(NC(=O)CSc2nnc(Cc3ccccc3)n2-c2ccc(OC)cc2)s1	-3%	-7.6%	-10%	3%	1%	9%

No.	LYP inhibition	PMI inhibitors	Dynein transport	Dynein transport cytoplasmic EGFP	Dynein transport nuclear GR-EGFP	Dynein transport cell count
1	-12%	-18%	0.24	-0.067	0.36	-0.73
2	-1%	.	0.3	-0.22	0.68	0.084
3	-2%	-20%	0.74	-0.35	-0.2	-0.56
4	-2%	3%	2.6	-0.15	1.7	-1.9
5	-12%	24%	-0.84	-0.28	-0.45	0.064
6	-2%	-3%	-0.66	-0.27	-0.23	-0.16
7	-8%	14%	-0.082	-0.28	0.24	0.65
8	-1%	-4%	-0.89	-0.26	-0.35	0.95
9	-6%	13%	-0.32	-0.29	-0.39	0.28
10	-3%	1%	-0.25	-0.11	-0.45	0.48

Full records as entered above:
O=C(CCCn1c(=S)[nH]c2ccccc2c1=O)N1CCOCC1 reads SIAH1 antagonists: 2%; XIAP displacement: -0.8%; AID2073: -42%; human PMI inhibitors: -4%; M1AAP inhibition: 2%; M17LAP inhibition: -5%; LYP inhibition: -2%; PMI inhibitors: -3%; Dynein transport: -0.66; Dynein transport cytoplasmic EGFP: -0.27; Dynein transport nuclear GR-EGFP: -0.23; Dynein transport cell count: -0.16
O=C(Cn1nnc(-c2ccc(Cl)cc2)n1)NCc1ccco1 reads SIAH1 antagonists: 17%; XIAP displacement: -6.1%; AID2073: 9%; human PMI inhibitors: -3%; M1AAP inhibition: 4%; M17LAP inhibition: 2%; LYP inhibition: -1%; PMI inhibitors: -4%; Dynein transport: -0.89; Dynein transport cytoplasmic EGFP: -0.26; Dynein transport nuclear GR-EGFP: -0.35; Dynein transport cell count: 0.95

Further records:
No.	molecule	SIAH1 antagonists	XIAP displacement	AID2073	human PMI inhibitors	M1AAP inhibition	M17LAP inhibition
11	CCOC(=O)CC(=O)NC(CC(=O)OC)c1ccc(Br)cc1 (stereo unspecified)	-1%	-4.2%	10%	-12%	-5%	1%
12	COc1ccc(/C=C2\N=C(C)N(c3ccc4ccccc4c3)C2=O)cc1OC	-5%	-1.5%	7%	14%	12%	8%
13	OCc1nc2ccccc2n1Cc1c(F)cccc1Cl	1%	.	5%	.	4%	-8%
14	Oc1ccccc1OCCOc1ccccc1OCCOc1ccccc1O	-2%	.	-10%	.	-2%	-1%
15	COc1ccc2nc3oc(C(=O)NC4CCN(Cc5ccccc5)CC4)cc3cc2c1	-6%	-11%	16%	5%	-1%	4%
16	CCOC(=O)CN(C(=O)COc1nc(-c2ccccc2)cc(C)c1C#N)c1cccc(OC)c1	-2%	.	6%	.	1%	8%
17	CCN(CC)CCn1c(SCC(=O)NCCC2=CCCCC2)nc2c(sc3ccccc32)c1=O	-2%	-6.0%	1%	-2%	2%	-24%
18	O=C(c1ccc([N+](=O)[O-])cc1)N1CCN(C(=O)c2ccco2)CC1	-6%	-2.2%	-1%	5%	3%	3%
19	CC1(C)Cc2ccccc2C(N)=C1C#N	1%	6.4%	-8%	-1%	6%	-4%
20	COc1ccc(COc2ccccc2C(N)=O)cc1F	2%	-3.1%	-3%	-4%	-1%	-13%

No.	LYP inhibition	PMI inhibitors	Dynein transport	Dynein transport cytoplasmic EGFP	Dynein transport nuclear GR-EGFP	Dynein transport cell count
11	0%	-13%	0.44	-0.36	-0.37	-0.25
12	8%	-17%	1.9	0.046	2.3	0.5
13	-3%	.	-0.43	-0.22	0.13	0.72
14	-1%	.	-0.39	-0.68	-0.51	0.092
15	-1%	-3%	-1.4	0.78	-0.34	-4.5
16	1%	.	-0.026	-0.21	-0.3	0.36
17	0%	2%	-0.49	0.34	-0.042	0.13
18	-5%	1%	-0.3	-0.11	0.067	-0.087
19	1%	9%	-1.1	-0.058	-0.32	0.39
20	4%	-9%	-0.51	-0.27	0.58	0.17

Next results
No.	molecule	SIAH1 antagonists	XIAP displacement	AID2073	human PMI inhibitors	M1AAP inhibition	M17LAP inhibition
21	O=C(O)c1ccc(Br)c(S(=O)(=O)N2CCCC2)c1	-5%	-3.1%	43%	-11%	8%	4%
22	COc1cc(CN2CCN(c3cccc(C)c3C)CC2)cc(OC)c1O	5%	-7.1%	-4%	20%	-19%	1%
23	O=C(NCC1CCCO1)/C(=C\c1ccco1)NC(=O)c1ccc(Cl)cc1 (stereo unspecified)	-2%	-3.3%	1%	4%	-2%	14%
24	CCOC(=O)C1(Cc2ccc(OC)cc2)CCN(C(=O)c2cc3ccccc3[nH]2)CC1	3%	-16%	8%	29%	-2%	-3%
25	Cc1ccc(C(=O)COC(=O)C(C)N2C(=O)C3C4C=CC(C4)C3C2=O)cc1 (stereo unspecified)	1%	-2.8%	8%	-5%	11%	-4%
26	COc1cc(/C=C/c2nc3ccccc3s2)cc(OC)c1O	-5%	-18%	44%	35%	12%	2%
27	Cn1c(SCC2CCCO2)nnc1-c1cccc([N+](=O)[O-])c1 (stereo unspecified)	6%	1.2%	4%	-9%	-4%	-11%
28	Cc1ccc(O)c(-c2cc(C(F)(F)C(F)F)[nH]n2)c1	1%	-1.6%	0%	8%	3%	-1%
29	COc1ccc(S(=O)(=O)N(C)CC(=O)Nc2ccc3c(c2)OCCO3)cc1OC	-5%	-7.5%	-9%	3%	2%	-6%
30	COc1ccc(C(=O)Oc2c(CN3CCOCC3)cc(Cl)c3cccnc23)cc1	-1%	-1.9%	6%	22%	11%	-8%

No.	LYP inhibition	PMI inhibitors	Dynein transport	Dynein transport cytoplasmic EGFP	Dynein transport nuclear GR-EGFP	Dynein transport cell count
21	-8%	-3%	-0.99	-0.34	-0.35	0.6
22	-5%	29%	-0.22	-0.22	0.14	1.1
23	1%	-3%	2.3	-0.42	0.2	0.94
24	5%	24%	0.68	-0.36	-0.27	-1
25	0%	-3%	1.1	-0.28	0.076	-0.32
26	5%	24%	0.48	0.038	-0.11	0.034
27	-5%	-4%	1.8	-0.22	0.6	-0.66
28	2%	1%	0.021	0.02	0.22	-0.13
29	-6%	4%	-0.27	-0.24	-0.17	0.78
30	8%	24%	0.64	-0.15	0.29	-0.65

Carrying on:
No.	molecule	SIAH1 antagonists	XIAP displacement	AID2073	human PMI inhibitors	M1AAP inhibition	M17LAP inhibition
31	CC(=O)c1ccc(Cc2ccccc2)cc1	0%	-2.8%	-15%	0%	5%	-5%
32	Cc1ccc(C(=O)N2CCn3c(C)ccc3C2C)cc1 (stereo unspecified)	3%	-5.9%	0%	20%	7%	1%
33	O=C(NNS(=O)(=O)c1ccccc1[N+](=O)[O-])c1cccc([N+](=O)[O-])c1	-6%	-3.5%	2%	-8%	5%	-7%
34	COc1ccc2nc(NC(=O)CSc3nc4cccnc4n3C)sc2c1	-6%	-5.6%	10%	2%	0%	-15%
35	COc1ccc(CC(=O)NNC(=O)c2c(-c3ccccc3Cl)noc2C)cc1OC	14%	.	6%	.	3%	-9%
36	CC(C)(C)c1ccc(C(=O)N2CCN(c3nc4ccccc4o3)CC2)cc1	-2%	-1.4%	-8%	17%	7%	6%
37	Cc1ccccc1N=Cc1cc2c(cc1[N+](=O)[O-])OCO2	90%	-5.9%	28%	53%*	4%	6%
38	COc1ccc(NC(=O)CSc2nc3c(c(=O)n2-c2ccc(F)cc2)SCC3)cc1	0%	-4.9%	3%	5%	5%	7%
39	Cc1cc(/C=N/NC(=O)C(=O)NCc2ccccn2)c(C)n1-c1cccc(Br)c1	2%	-7.7%	11%	3%	12%	5%
40	O=C(NC1CCCC1)C1CCC(=O)N1CCc1ccccc1 (stereo unspecified)	2%	-13%	3%	12%	-4%	-16%

No.	LYP inhibition	PMI inhibitors	Dynein transport	Dynein transport cytoplasmic EGFP	Dynein transport nuclear GR-EGFP	Dynein transport cell count
31	-8%	5%	0.54	-0.31	0.26	0.53
32	-7%	7%	-0.34	-0.18	-0.091	0.0073
33	-8%	0%	-0.73	-0.32	-0.73	1.2
34	-5%	0%	-0.34	-0.29	0.032	0.19
35	-5%	.	-0.97	-0.27	-0.52	1.2
36	-1%	0%	2	-0.14	1.1	-0.49
37	-9%	23%	0.33	-0.22	-0.14	-0.22
38	1%	13%	0.23	-0.22	0.27	-0.09
39	-1%	7%	0.87	-0.27	0.33	-1.7
40	-1%	14%	-0.72	-0.24	-0.59	0.77

Additional results:
No.	molecule	SIAH1 antagonists	XIAP displacement	AID2073	human PMI inhibitors	M1AAP inhibition	M17LAP inhibition
41	Cn1cc([N+](=O)[O-])c(C(=O)Nc2ccc(C3CCCCC3)cc2)n1	-5%	-1.7%	-10%	4%	5%	15%
42	N#C/C(=C(/O)COC(=O)COc1cccc(Br)c1)c1nc2ccccc2[nH]1	-4%	.	24%	.	-3%	5%
43	CCCN1C2CCCC1CC(NC(=S)Nc1cccc(C)c1C)C2 (stereo unspecified)	-2%	.	8%	.	1%	-5%
44	COc1cccc(C(=O)Nc2nnc(-c3ccc(F)cc3)o2)c1	-4%	.	-2%	.	-13%	2%
45	O=C(COc1ccc(Cl)cc1)OCC(=O)N1CCCC1	0%	-10%	0%	8%	0%	10%

No.	LYP inhibition	PMI inhibitors	Dynein transport	Dynein transport cytoplasmic EGFP	Dynein transport nuclear GR-EGFP	Dynein transport cell count
41	-2%	8%	-1.1	-0.11	-0.43	0.35
42	3%	.	-0.96	0.15	-0.034	0.35
43	-1%	.	-0.69	-0.23	0.1	0.99
44	-2%	.	-0.57	-0.77	0.001	-0.12
45	-4%	-1%	0.7	-0.17	0.58	0.63

Screens: PubChem, several laboratories
